Assay outcomes from PubChem.
FLuc modulator – inhibits or activates purified firefly luciferase, miR-21 counter-screen. P08659. purified FLuc, Km substrates, luminescence inhibition. Potency, µM (top dose mostly 57.5 µM), for the others: at the highest dose activity change, negative = inhibition, most hits filed as inhibitors. actives 6.9% (n = 360,000). AID 588342; active means well fitted inhibition curve with a large enough effect; inconclusive means small, poorly fitted or top-dose-only effect;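 further: plate controls were vehicle for no effect and reference inhibitor for full effect; nearly all actives have a fitted effect of over 55% in size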
Target sequence (P08659 whole entry, looked up): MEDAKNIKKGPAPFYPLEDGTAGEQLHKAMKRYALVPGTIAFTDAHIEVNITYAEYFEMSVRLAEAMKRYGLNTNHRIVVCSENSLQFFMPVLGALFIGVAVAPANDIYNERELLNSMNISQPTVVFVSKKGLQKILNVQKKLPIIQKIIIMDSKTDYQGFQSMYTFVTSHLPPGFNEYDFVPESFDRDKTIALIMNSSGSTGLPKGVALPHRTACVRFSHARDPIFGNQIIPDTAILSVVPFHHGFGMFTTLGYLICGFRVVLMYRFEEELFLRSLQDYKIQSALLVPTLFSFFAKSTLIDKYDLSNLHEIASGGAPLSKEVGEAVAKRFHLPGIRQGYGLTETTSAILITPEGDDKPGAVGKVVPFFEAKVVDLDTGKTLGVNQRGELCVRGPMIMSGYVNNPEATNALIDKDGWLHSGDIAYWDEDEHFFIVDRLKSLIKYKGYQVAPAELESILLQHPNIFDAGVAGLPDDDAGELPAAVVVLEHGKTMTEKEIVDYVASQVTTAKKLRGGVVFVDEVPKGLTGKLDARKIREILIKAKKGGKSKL
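Purified P. pyralis luciferase, 10 nM final, with Km-level 10 uM D-luciferin and 10 uM ATP in 50 mM Tris acetate pH 7.5, 10 mM Mg acetate, 0.01% Tween-20, 0.05% BSA; 6-point qHTS titration about 60 µM downward; luminescence read.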
Active calls of the source: *; ? = inconclusive. Potency means the concentration at half of the fitted maximal effect. Some of the compounds tested; count on the stated rates, not on these rows.

SMILES	FLuc modulator
COc1ccc(-c2nc3ccccc3o2)cc1NC(=O)c1ccc(-c2cccc(Cl)c2C)o1	6%
Cc1cccc(CCNC(=O)C2CCN(c3ncnc4c3nc3n4CCCCC3)CC2)c1	5%
COC(=O)CNC(=O)Nc1cc(C(=O)NCc2ccc(C)cc2)ccc1N1CCCC1	-10%
O=S(=O)(Nc1ccc2oc3c(c2c1)CCCC3)c1cc(Cl)ccc1Cl	?
COc1ccc(-n2c(=O)c3c4c(sc3n(Cc3ccccc3C)c2=O)CCCC4)c(OC)c1	-11%
CCc1ccc(-c2nc(CS(=O)CC(=O)NCc3ccc(F)cc3)c(C)o2)cc1 (stereo not drawn)	-19%
CC(C)Cn1c(=O)c2ccccc2n2c(CCC(=O)NCc3ccc(Cl)cc3)nnc12	-5%
CCOC(=O)c1sc(NC(=O)c2cc(CC)on2)c(C(=O)OCC)c1C	-2%
COc1cccc(NC(=O)CCCn2c(=O)c3cccn3c3cccnc32)c1	-11%
CCCc1cc(C(=O)Nc2c(C)nn(Cc3ccc(Cl)c(Cl)c3)c2C)no1	?
CCN1CCN(C(c2ccccc2Cl)c2c(O)cc(C)n(Cc3ccco3)c2=O)CC1 (stereo not drawn)	-16%
COc1ccc(CNC(=O)C2CCCN(S(=O)(=O)c3ccc4c(ccn4C)c3)C2)c(OC)c1 (stereo not drawn)	0%
Cc1ccn2c(Nc3ccc4c(c3)OCO4)c(-c3ccc(N(C)C)cc3)nc2c1	?
Cc1ccc(NC(=O)CSc2nnc(-c3ccc([N+](=O)[O-])cc3)o2)c(C)c1	-11%
Cc1ccc(CN2CCSc3ccc(C(=O)Nc4ccc(Cl)cc4)cc32)cc1	?
Cc1ccc2nc(N(Cc3cccnc3)C(=O)c3ccc4c(c3)OCCO4)sc2c1	-15%
COc1ccc(NC(=O)Cn2ncc3c(C)n(Cc4cccc(Cl)c4)c(C)c3c2=O)cc1	-1%
CC(=O)C1=C(c2ccc(Cl)cc2)N(C(C)=O)n2c(nnc2C2CCCCC2)S1	-5%
CC(NC(=O)c1ccc2c(c1)sc1nc(-c3ccccc3)cn12)C12CC3CC(CC(C3)C1)C2 (stereo not drawn)	0%
COC(=O)c1sccc1S(=O)(=O)N1CCN(c2ccc(C)cc2C)CC1	3%
O=C(CCCn1c(=O)c2cccn2c2ccc(F)cc21)NCc1ccc(Cl)cc1	4%
Cc1cccc(N2CCN(C(c3ccc(F)cc3)c3nnc(-c4ccccc4)o3)CC2)c1C (stereo not drawn)	-12%
COc1cccc(NC(=O)C2CCN(S(=O)(=O)c3cc(-c4noc(C)n4)ccc3C)CC2)c1	-8%
CCNC(=O)CC1C(=O)N(c2ccccc2)C(=O)N1Cc1ccc(F)cc1 (stereo not drawn)	-2%
CC(C)(C)c1ccc(Oc2nc3ccccn3c(=O)c2/C=C(\C#N)c2nc3ccccc3s2)cc1	?

Quoted at random: six entries already listed, in no set order.
SMILES	FLuc modulator
CCc1ccc(-c2nc(CS(=O)CC(=O)NCc3ccc(F)cc3)c(C)o2)cc1 (stereo not drawn)	-19%
Cc1ccn2c(Nc3ccc4c(c3)OCO4)c(-c3ccc(N(C)C)cc3)nc2c1	?
Cc1ccc(CN2CCSc3ccc(C(=O)Nc4ccc(Cl)cc4)cc32)cc1	?
CC(C)Cn1c(=O)c2ccccc2n2c(CCC(=O)NCc3ccc(Cl)cc3)nnc12	-5%
Cc1cccc(CCNC(=O)C2CCN(c3ncnc4c3nc3n4CCCCC3)CC2)c1	5%
COC(=O)CNC(=O)Nc1cc(C(=O)NCc2ccc(C)cc2)ccc1N1CCCC1	-10%

Later entries.
SMILES	FLuc modulator
CC1CCN(C(=O)c2cc(-c3ccc(Br)cc3)on2)CC1	4.8µM*
CCOC(=O)c1ccc(Oc2nc(C)nc3c2oc2ccccc23)cc1	-9%
CCSc1nnc2c(n1)OC(c1sccc1C)N(C(C)=O)c1ccccc1-2 (stereo not drawn)	-10%
Cc1ccc(-c2nnc(Nc3ccc(O)cc3)c3ccccc23)cc1S(=O)(=O)NCC1CCCO1 (stereo not drawn)	?
Cc1cccc(C(=O)Nc2ccc(S(=O)(=O)N(Cc3ccccc3)c3ccccc3)cc2)c1	0%
COc1ccccc1N1CCN(c2ccc(=O)n(CC(=O)NCc3ccc(OC(C)C)cc3)n2)CC1	-9%
Cc1ccc(S(=O)(=O)CC(=O)Nc2nc3c(C)cc(C)cc3s2)cc1	?
O=C(Cn1ccc2cc(S(=O)(=O)N3CCCCC3)ccc21)NCCc1ccc(Cl)cc1	-6%
Cc1ccc2nc(-c3ccccc3F)c(Nc3ccc(Cl)cc3)n2c1	-17%
CCc1ccc2occ(CC(=O)N(Cc3ccccc3)C3CCS(=O)(=O)C3)c2c1 (stereo not drawn)	-15%
CCOC(=O)c1c(S(=O)(=O)NCC(=O)N2CCN(c3cccc(Cl)c3)CC2)c(C)n(C)c1C	-7%
CCCN(Cc1cccs1)C(=O)Nc1cc(C)cc(C)c1	-11%
CCc1ccc(NC(=O)CN2C(=O)C3CCCN3c3ccc(S(=O)(=O)N(CC)CC)cc32)cc1 (stereo not drawn)	-15%
CCN(CC)S(=O)(=O)c1nnc(NC(=O)COc2cccc(C)c2)s1	-11%
CCC1CCCCN1C(=O)Cn1c(=O)n(-c2ccc(Cl)c(Cl)c2)c(=O)c2c(C)c(C(=O)N(C)C)sc21 (stereo not drawn)	-8%
COc1ccc(OC)c(NC(=O)CN2C(=O)COc3ccc(S(=O)(=O)NC4CCCC4)cc32)c1	-7%
O=C(c1cccc(Cl)c1)n1nc(-c2cccnc2)nc1NCc1ccccc1	-7%
O=C(COCc1cc(-c2ccc3c(c2)OCO3)on1)Nc1cccc(O)c1	?
O=C(CSc1nccn1Cc1ccc(Cl)cc1)Nc1nc2ccccc2s1	?
CC1(c2ccc(Cl)cc2)CC(C)(C)N(C(=O)c2cccc(F)c2)c2ccccc21 (stereo not drawn)	5%
Cc1ccc(C)c(Cn2c(=O)cc(C)c3c(C)nn(-c4cccc(F)c4)c32)c1	-4%
CCN1C(=O)C(Cc2nc3ccccc3c(=O)n2-c2ccc(OC)cc2)c2ccccc21 (stereo not drawn)	2%
Cc1ccccc1Cn1c2ccccc2c2cnn(CC(=O)NC(C)CCc3ccccc3)c(=O)c21 (stereo not drawn)	3%
Cc1cc(C)cc(NC(=O)CSc2oc(-c3ccccc3)nc2S(=O)(=O)c2ccc(Cl)cc2)c1	-4%
COc1ccccc1C(=O)NCc1nc2cccnc2n1Cc1ccc(F)cc1	-2%

Taken from the results shown, 2 compounds:
SMILES	FLuc modulator
CC1CCN(C(=O)c2cc(-c3ccc(Br)cc3)on2)CC1	4.8µM*
CCOC(=O)c1ccc(Oc2nc(C)nc3c2oc2ccccc23)cc1	-9%

New compounds follow:
SMILES	FLuc modulator
Cc1ccc2nc(COc3ccccc3NC(=O)c3ccc(F)cc3)cc(=O)n2c1	-7%
CCCN(CCC)CCCNC(=O)Cn1cc2c(n1)-c1c(oc(C(=O)N3CCCC3)c1C)CC2	-5%
O=C(NCCc1cccs1)c1ccc(Cn2c(SCc3cccc(F)c3)nc3cccnc32)cc1	-1%
CCCn1c2ccccc2c2cnn(CC(=O)N3CCCC(C(=O)OCC)C3)c(=O)c21 (stereo not drawn)	-3%
O=C(Nc1ccc(Oc2ccccc2)cc1)c1ccc(F)c(S(=O)(=O)N2CCN(c3ccccc3F)CC2)c1	0%
O=C(c1ccc(C(F)(F)F)cc1)N1CCC(c2noc(-c3ccc(S(=O)(=O)N4CCCC4)cc3)n2)CC1	5%
COc1ccc(NC(=O)CSc2nc3c([nH]c4ccccc43)c(=O)n2-c2ccccc2)c(OC)c1	1%
CCOC(=O)c1c(-c2ccc(C)cc2)csc1NC(=O)c1cc(=O)c2cc(C)c(C)cc2o1	0%
Cc1ccccc1OC(=O)c1snnc1C	5%
CCc1ccccc1NS(=O)(=O)c1ccc2oc(=O)c3ncn(C)c3c2c1	-3%
CCOc1ccccc1NC(=O)Cn1c(=O)n(CCC(=O)NCc2ccc3c(c2)OCO3)c(=O)c2ccccc21	3%
O=c1c2ccccc2nc2sc(Nc3cccc4ccccc34)nn12	2%
Cc1ccc(CNC(=O)C2CCN(S(=O)(=O)c3ccc(F)cc3)CC2)cc1	4%
CCOc1ccc(-n2c(SCc3nc(-c4ccccc4C)no3)nnc2-c2ccccc2)cc1	2%
COc1ccc(-c2nc3scc(CCNS(=O)(=O)c4c(C)noc4C)n3n2)cc1OC	-12%
COc1cc(OC)c(NC(=O)CCn2cccn2)cc1Cl	-3%
Cc1c(-c2nc(-c3ccccc3F)no2)nnn1-c1cc(F)ccc1F	0.17µM*
COc1ccc(-c2cc(C(=O)Nc3sc4c(c3C#N)CCCC4)no2)cc1OC	-3%
COc1ccc(-c2nc(CSCC(=O)N3CCN(c4cc(Cl)ccc4C)CC3)c(C)o2)cc1	?
COc1ccccc1Cc1nc2ccccc2nc1SCC(=O)Nc1ccccc1C(F)(F)F	-7%
CCCCOc1cccc(C(=O)N(Cc2ccc(Cl)cc2)C2CCS(=O)(=O)C2)c1 (stereo not drawn)	-4%
Cc1ccc(Nc2nnc(-c3ccc(C)c(S(=O)(=O)N4CCN(C)CC4)c3)c3ccccc23)cc1	?
Cc1ccc(CNC(=O)CCc2nc3cccnc3n2Cc2ccccc2)cc1	7%
CCc1cccc(C)c1NC(=O)CN1CCCN(Cc2ccccc2Cl)S1(=O)=O	-10%
O=c1c2oc3ccccc3c2n(Cc2ccccc2)c(=O)n1Cc1ccco1	-3%

Next section, starting with the last three of the part before.
SMILES	FLuc modulator
Cc1ccc(CNC(=O)CCc2nc3cccnc3n2Cc2ccccc2)cc1	7%
CCc1cccc(C)c1NC(=O)CN1CCCN(Cc2ccccc2Cl)S1(=O)=O	-10%
O=c1c2oc3ccccc3c2n(Cc2ccccc2)c(=O)n1Cc1ccco1	-3%
O=C(OCC1CCCO1)c1ccc2c(c1)N(Cc1ccc(F)cc1)C(=O)c1ccccc1S2(=O)=O (stereo not drawn)	3%
COc1ccc(Cl)cc1NC(=O)Cn1c(=O)oc2cc(S(=O)(=O)N3CCCCCC3)ccc21	-4%
O=C(c1nc(-c2ccc(Cl)cc2)n2c1CCCCC2)N1CCN(c2ccccc2F)CC1	-13%
Fc1ccc(Nc2nc(-c3ccc(F)cc3)c3c(n2)-c2ccccc2OC3)cc1	-20%
CCN1CCN(C(c2ccc(SC)cc2)c2c(O)cc(C)n(CCOC)c2=O)CC1 (stereo not drawn)	-17%
CCC(C)(C)NC(=O)C1CCN(S(=O)(=O)c2ccc3c(c2)CCCN3C(C)=O)CC1	-1%
O=C(NCc1cccs1)c1ccc(Cn2c(SCc3ccc(F)cc3)nc3cccnc32)cc1	5.4µM*
O=C(CC1C(=O)OCCN1Cc1ccccc1)Nc1cccc(C(F)(F)F)c1 (stereo not drawn)	-7%
CCC1CCCCN1C(=O)c1c[nH]c2ccc(S(=O)(=O)Nc3cccc(OC)c3)cc2c1=O (stereo not drawn)	?
COc1ccc(CNC(=O)CCc2cn(Cc3cc(C)ccc3C)c3ccccc23)cc1OC	-3%
Cc1ccc(S(=O)(=O)c2cn(Cc3ccc(F)cc3)c3cc(F)c(F)cc3c2=O)cc1	1%
COc1cccc(N2CCN(C(=O)c3cnc4c(-c5ccc(F)cc5)c(C)nn4c3C)CC2)c1	-10%
Cc1nc(-c2ccc(Cl)cc2)sc1CCNC(=O)C(=O)Nc1ccccc1C#N	-2%
CCCc1cc(=O)n2[nH]c(NCc3ccc(CC)cc3)nc2n1	?
COc1ccc(Cl)cc1NC(=O)CSc1nnc2[nH]c(=O)cc(-c3ccccc3)n12	1.2µM*
Oc1c(C(c2ccccc2Cl)N2CCN(Cc3ccccc3)CC2)sc2nc(-c3ccco3)nn12 (stereo not drawn)	?
CCc1ccccc1NC(=O)Cn1nnc(C(=O)NCc2ccccc2Cl)c1N	-4%
Cc1nn(C)c2c1c(C(F)(F)F)cc(=O)n2CC(=O)Nc1ccc(F)cc1F	-7%
COc1ccc(CC(=O)NCCc2sc(-c3ccc(Cl)cc3)nc2C)cc1OC	-13%
COc1ccc(C)cc1NC(=O)NC(C)c1c(-n2cccc2)sc(C)c1C (stereo not drawn)	-9%
COc1ccc(N(Cc2cccs2)C(=O)c2ccc(OC)c(Cl)c2)cc1	?
Cc1ccccc1NC(=O)C(Cc1ccccc1)N1Cc2ccccc2C1=O (stereo not drawn)	4%
COc1ccc(-c2cc(C(F)(F)F)n3nc(C(=O)OC(C)C)cc3n2)cc1	-1%
CCC(=O)N1CCc2cc(CNC(=O)c3ccccc3C)ccc21	3%
Cc1cc(NC(=O)NCc2ccc3c(c2)CCN3C(=O)c2ccccc2)ccc1Br	-15%

Next part; it opens with the 2 that closed the last part.
SMILES	FLuc modulator
CCC(=O)N1CCc2cc(CNC(=O)c3ccccc3C)ccc21	3%
Cc1cc(NC(=O)NCc2ccc3c(c2)CCN3C(=O)c2ccccc2)ccc1Br	-15%
COc1ccc2c(C)c(CC(=O)NCc3ccccc3Cl)c(=O)oc2c1OC	-7%
Cc1nn(C)c2c1c(C(F)(F)F)cc(=O)n2CC(=O)NCCC(C)C	1%
O=C(Nc1ccccc1C(F)(F)F)c1ccc2oc(=O)c(S(=O)(=O)c3ccc(F)cc3)cc2c1	-4%
Clc1ccc(CSc2nc3ncccc3[nH]2)cc1	6µM*
COc1ccc(S(=O)(=O)NCc2ccc3c(c2)CCN3C(C)=O)cc1OC	-1%
Cc1cn2c(=O)c(S(=O)(=O)Nc3ccc(F)cc3F)c(C)nc2s1	2%
